HT1080 IDH1KD tx – qHTS for induction of synthetic lethality in tumor cells producing 2HG: qHTS for the HT-1080-IDH1KD cell line. HT-1080 IDH1 knockdown viability, ATP luminescence, 48 h. Potency, µM (series often up to 46.1 µM), without a hit: top-dose activity, negative = toxicity, actives largely listed as cytotoxic. 2% of 360,000 active;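 further: potency means the concentration at half of the fitted maximal effect; 0% = DMSO wells and -100% = cell-free medium wells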
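Cytotoxicity counter-line: IDH1KD HT-1080, 48 h, CellTiter-Glo. Curves classed by r2, magnitude and activity.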
HT1080NT lethal – qHTS for induction of synthetic lethality in tumor cells producing 2HG: qHTS for the HT-1080-NT fibrosarcoma cell line; 1.6% of 360,000 active; HT-1080-NT fibrosarcoma viability, CellTiter-Glo ATP luminescence, 48 h; Potency, µM (highest dose often 46.1 µM), for inactives: at the highest dose activity, negative = less viability, most hits filed as cytotoxic;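 further: NT is the 2HG producing partner of a matched IDH1 knockdown line; potency means the concentration at half of the fitted maximal effect; 0% = DMSO-treated cells and -100% = media-only wells without cells; nearly all actives have a fitted effect of over 55% in size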
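A 48-hour cytotoxicity screen used HT-1080-NT cells plated 2 hours before compound delivery. ATP-based CellTiter-Glo luminescence measured viability, normalized to DMSO and no-cell controls.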
SW480 rereplic – A quantitative high throughput screen for small molecules that induce DNA re-replication in SW480 colon adenocarcinoma cells | SW480 DNA re-replication, Hoechst DNA content imaging, 48 h | Potency, µM (top dose mostly 46.1 µM), without a hit: top-dose re-replication activation, most hits filed as activators | AID 624297, 2012 | 1.8% of 340,000 active; further: potency means the concentration at half of the fitted maximal effect; % of control where 0% means no effect; nearly all actives have a fitted effect of over 55% in size
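Image-based DNA-content assay: after two days of treatment, nuclei were labelled with the DNA dye Hoechst and imaged, and hits were compounds raising the count of nuclei showing high fluorescence intensity.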
HepG2 tox – qHTS for Inhibitors of TGF-b: Cytotox Counterscreen; Potency, µM (titrated, usually from 46.1 µM), for inactives: top-dose activity change, negative = cytotoxicity, usual class: cytotoxic; HepG2 CAGA-GFP viability, ATP luminescence, 18 h; AID 588856, 2011; 0.76% of 410,000 active; further: potency means the concentration at half of the fitted maximal effect; some results filed as inactive show a strong effect at the top dose
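CellTiter-Glo luminescence gave cytotoxicity after 18 hours at 37 degrees C. The cells were HepG2 CAGA-GFP in 1% FBS DMEM, stimulated with 500 pg/mL TGF-beta after compound addition. %Activity was normalised to no-cell wells (complete cell-killing) and DMSO (no toxicity), and curves were fitted and classified.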
ATXN2 expr inh – Primary qHTS for Inhibitors of ATXN expression; 0.72% of 360,000 active; Potency, µM (highest dose often 57 µM), for inactives: at the top dose activity change, negative = inhibition, usual class: inhibitors; HEK-293 ATXN2-luciferase reporter, luminescence, 24 h; further: potency means the concentration at half of the fitted maximal effect; on the % scale 0 is the no-effect control and ±100 the full control effect; nearly all actives have a fitted effect of over 55% in size
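ATXN2-luciferase reporter cells (luciferase flanked by upstream and downstream ATXN2 gene portions) were treated 24 h at 37 °C with compounds at up to 57 uM. SteadyGlo luminescence gave expression; GF-AFC fluorescence gave viability.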
MCF10A rerep – A quantitative high throughput screen for small molecules that induce DNA re-replication in MCF 10a normal breast cells; AID 624296, 2012; 2.9% of 350,000 active; MCF 10A DNA re-replication, Hoechst nuclear intensity, 48 h; Potency, µM (series often up to 46.1 µM), for inactives: at the top dose activity, positive = re-replication, most hits filed as activators; further: potency means the concentration at half of the fitted maximal effect; % of control where 0% means no effect; nearly all actives have a fitted effect of over 50% in size
S2 tox – Viability Counterscreen for Primary qHTS for Inhibitors of ATXN expression | 0.49% of 400,000 active | Potency, µM (highest dose often 56.7 µM), actives largely listed as cytotoxic | S2 cells (HEK-293 line with an ATXN2-luciferase reporter) viability, CellTiter-Fluor protease fluorescence, 24 h | AID 651635, 2014; further: potency means the concentration at half of the fitted maximal effect; nearly all actives have a fitted effect of over 40% in size
IL1B secr inh – qHTS for Inhibitors of Inflammasome Signaling: IL-1-beta AlphaLISA Primary Screen | THP-1 LPS/ATP IL-1B secretion, AlphaLISA, 16 h; stronger effect = lower value | activity change, % at 57.5 µM | 4.7% of 360,000 active | AID 743279, 2014; in the data active means activity change below about -50%; inconclusive means mostly about -30% to -49%; further: on the % scale 0 is the no-effect control and ±100 the full control effect
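THP-1 cells pretreated 1 hr with compounds (up to 57.5 uM final), then stimulated with LPS (250 ng/mL final) plus ATP (1.25 mM final); secreted IL-1B measured by AlphaLISA after 16 hr, decreased signal indicating inhibition.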
KB-3-1 cytotox – qHTS assay for MDR1-selective chemotherapeutics: Primary screen using the parental adenocarcinoma cell KB-3-1; KB-3-1 viability, CellTiter-Glo ATP luminescence, 72 h; Potency, µM (series often up to 46.1 µM), inactives show top-dose activity change, negative = cytotoxic, most hits filed as cytotoxic; 1.4% of 400,000 active; AID 1347075, 2019; further: potency means the concentration at half of the fitted maximal effect; on the % scale 0 is the no-effect control and ±100 the full control effect; nearly all actives have a fitted effect of over 60% in size
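Using CellTiter-Glo luminescence, growth of non-resistant KB-3-1 adenocarcinoma cells is assessed 72 h after pin-tool compound addition at 37 °C. Normalized responses across the concentration series yield fitted curves.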
* hit, by the source's call; i = inactive; ? = inconclusive; · = not tested or not shown; & = joins results of further samples; [ ] = remark or other dose. Unless noted, the call rests on the fitted dose curve; in most records, active means well fitted curve in the direction sought with a large enough effect; inconclusive means small, poorly fitted or top-dose-only effect, or another doubt; inactive means no such curve, though single readings can be large; an effect the other way counts as inactive or inconclusive.

A first look:
SMILES | HT1080 IDH1KD tx | HT1080NT lethal | SW480 rereplic | HepG2 tox | ATXN2 expr inh | MCF10A rerep | S2 tox | IL1B secr inh | KB-3-1 cytotox
Cc1ccc(NC(=O)CCc2c(C)nc3ncnn3c2C)cc1Cl | · | · | · | -10% | -27% | · | i | · | -2%
c1cc(CNC2=NCCCCC2)ccn1 | 4% | 19% | -1% | 5% | 1% | 2% | i | 10 | -6%
COC(=O)c1ccc(N2NC(=O)/C(=C/c3cc(OC)c(OC)c(OC)c3)C2=O)cc1 | -8% | 4% | -10% | 3% | 3% | ? | ? | 9 | 2%
CS(=O)(=O)c1ccc(NC(=O)C2CC(=O)N(c3ccc4c(c3)OCCO4)C2)cc1 (stereo unspecified) | 3% | -1% | -10% | -2% | 1% | -2% | i | -3 | ?
Cc1ccc(/C(N)=N/OC(=O)c2cccs2)cc1 | -9% | -1% | 1% | -8% | 44%[activator] | -2% | i | -4 | -13%
CCOC(=O)N1CCN(C(=O)CS(=O)Cc2nc(-c3cccc(C)c3)oc2C)CC1 (stereo unspecified) | -2% | -1% | -3% | -12% | -15% | 7% | i | -15 | -1%
COCCNC(=O)C[C@@H]1C[C@H]2c3cc(NC(=O)Nc4ccc(F)cc4)ccc3O[C@H]2[C@H](CO)O1 | 3% | -3% | · | -17% | 3% | · | i | 3 | ?
CC(C)Nc1nc(Cl)nc(N(C#N)CN2C(=O)c3ccccc3S2(=O)=O)n1 | -5% | 2% | ? | -34% | · | ? | ? | ? | 2%
CN1C(=O)C(CCC(N)=O)NC1=S (stereo unspecified) | 17% | 18% | ? | 10% | -4% | 1% | i | · | 0%
N#Cc1c(-c2ccc(F)cc2)cc(-c2ccccc2)nc1SCC(=O)NCC(=O)O | 10% | -2% | 16µM* | -3% | · | -4% | i | -14 | -1%

This part in full, previewed entries included:
SMILES | HT1080 IDH1KD tx | HT1080NT lethal | SW480 rereplic | HepG2 tox | ATXN2 expr inh | MCF10A rerep | S2 tox | IL1B secr inh | KB-3-1 cytotox
Cc1ccc(NC(=O)CCc2c(C)nc3ncnn3c2C)cc1Cl | · | · | · | -10% | -27% | · | i | · | -2%
c1cc(CNC2=NCCCCC2)ccn1 | 4% | 19% | -1% | 5% | 1% | 2% | i | 10 | -6%
COC(=O)c1ccc(N2NC(=O)/C(=C/c3cc(OC)c(OC)c(OC)c3)C2=O)cc1 | -8% | 4% | -10% | 3% | 3% | ? | ? | 9 | 2%
CS(=O)(=O)c1ccc(NC(=O)C2CC(=O)N(c3ccc4c(c3)OCCO4)C2)cc1 (stereo unspecified) | 3% | -1% | -10% | -2% | 1% | -2% | i | -3 | ?
Cc1ccc(/C(N)=N/OC(=O)c2cccs2)cc1 | -9% | -1% | 1% | -8% | 44%[activator] | -2% | i | -4 | -13%
CCOC(=O)N1CCN(C(=O)CS(=O)Cc2nc(-c3cccc(C)c3)oc2C)CC1 (stereo unspecified) | -2% | -1% | -3% | -12% | -15% | 7% | i | -15 | -1%
COCCNC(=O)C[C@@H]1C[C@H]2c3cc(NC(=O)Nc4ccc(F)cc4)ccc3O[C@H]2[C@H](CO)O1 | 3% | -3% | · | -17% | 3% | · | i | 3 | ?
CC(C)Nc1nc(Cl)nc(N(C#N)CN2C(=O)c3ccccc3S2(=O)=O)n1 | -5% | 2% | ? | -34% | · | ? | ? | ? | 2%
CN1C(=O)C(CCC(N)=O)NC1=S (stereo unspecified) | 17% | 18% | ? | 10% | -4% | 1% | i | · | 0%
N#Cc1c(-c2ccc(F)cc2)cc(-c2ccccc2)nc1SCC(=O)NCC(=O)O | 10% | -2% | 16µM* | -3% | · | -4% | i | -14 | -1%
CN(C)S(=O)(=O)c1ccc(N2CCCC2)c(C(=O)Nc2ccccc2F)c1 | 0% | 6% | -3% | -21% | 1% | 0% | ? | -15 | -2%
COc1ccc(-c2csc(NC(=O)c3cc(C)on3)c2C#N)cc1OC | ? | ? | 3% | -4% | -1% | ? | i | 0 | 5%
Clc1ccc(OCc2nnc(SCCN3CCCCC3)n2Cc2ccco2)cc1 | -12% | -10% | -3% | -46% | -19% | ? | i | -5 | ?
N#Cc1cc2c(nc1SCC(=O)O)CCCCC2 | 4% | 5% | 4% | 3% | · | 2% | i | 17 | 9%
CCOC(=O)[C@H]1[C@H]2COc3ccc(C)cc3[C@@H]2N2C(=O)c3cc(OC)c(OC)cc3NC(=O)[C@@]12C | -13% | -8% | -10% | -9% | 1% | -18% | i | -15 | -5%
Cc1cccc(C)c1NC(=O)NCCSc1snnc1C | 24% | 3% | -2% | 16% | -4% | 0% | i | 5 | 17%
CC1=CC(C)(C)N(C(=O)CSc2ncn[nH]2)c2ccccc21 | -12% | 3% | 0% | 0% | -9% | -8% | i | -11 | 0%
Cc1ccc(C)c(NS(=O)(=O)c2c(C)[nH]c(C)c2C(=O)N2CCCCC2)c1 | -1% | 0% | -4% | -3% | 9% | -1% | i | -24 | 5%
CCc1cccc(C)c1NC(=S)N(CCOC)C(C)c1ccco1 (stereo unspecified) | -3% | 2% | -15% | 0% | -5% | -12% | i | -11 | -3%
COc1cccc(CN(C)C(=O)Cc2c[nH]c3ccccc23)c1OC | -7% | -30% | -10% | -5% | 9% | ? | i | 25 | -14%
CCOC(=O)c1[nH]c2ccccc2c1NC(=O)c1cc(Cl)ccc1Cl | · | · | · | -42% | 4% | · | i | · | 20%
CC1(C(=O)NC2CCCC2)CCC(=O)N1CCc1c[nH]c2ccccc12 (stereo unspecified) | 12% | 22% | · | -5% | 9% | · | i | -16 | 0%
CCOC(=O)c1c[nH]c2c(Cl)c(Cl)ccc2c1=O | -2% | 15% | -3% | 0% | -2% | 4% | i | -17 | -4%
COc1ccc(CNC(=O)COC(=O)/C=C/c2ccc(S(=O)(=O)N3CCOCC3)cc2)cc1 | -4% | 4% | -6% | -20% | 18% | ? | i | -23 | 0%
O=c1c2ccccc2sn1-c1ccc(S(=O)(=O)N2CCCC2)cc1 | -3%[9.24 µM] | -1% | -2% | -12%&3% | 30% | 25% | i | -102* | 1%&6%
CN(C)c1ccc2nsnc2c1[N+](=O)[O-] | ? | 25% | -8% | -7% | 1% | -1% | i | 8 | -3%
CN(C)CCCNC(=S)NCc1ccc(Cl)cc1 | -6% | 10% | -2% | -3% | 11% | 17% | i | 19 | 15%
Cc1ccc2nc(-c3cccc(NC(=O)c4cccc5ccccc45)c3)oc2c1 | · | · | · | -6% | 7% | · | i | · | -4%
Fc1ccc(COc2cccc(CNCc3ccncc3)c2)cc1 | -16% | 0% | 26% | -30% | ? | ? | i | -11 | ?
CCc1nnc(NC(=O)CSc2nnc(-c3ccccc3OC)n2-c2ccc(C)cc2)s1 | -18% | -16% | 3%[9.22 µM] | 0% | -5% | -7% | i | 40 | 12%
Cc1cc(C(C)c2ccccc2)c(O)c(CN2CCOCC2)c1C (stereo unspecified) | -5% | -7% | -26% | -35% | 3% | ? | i | ? | -14%
C=CCn1c(SCC(=O)Nc2ccccc2OC)nc(O)c(CC)c1=O | -3% | 7% | 0% | 6% | 2% | -21% | i | 21 | 11%
OCCN1CCN(c2ncnc3sc(-c4ccccc4)cc23)CC1 | ? | 18µM* | 14% | -4% | -14% | ? | i | -93* | 0%
COc1ccccc1CN1C(=O)[C@@H]2C(CCC(N)=O)NC3(C(=O)Nc4c3ccc(Cl)c4C)[C@@H]2C1=O (stereo partly specified) | 1% | -7% | 1% | 5% | -25% | -3% | ? | 9 | -2%
COc1cc(NC(=O)C/C(C)=N/NC(=O)c2cccc(O)c2)c(OC)cc1Cl | 0% | -6% | ? | -3% | -4% | ? | i | -4 | 8%
Cc1cc(=O)oc(C)c1C(=O)NCC(C)C | 5%[9.24 µM] | 0% | -2% | 8% | -3% | 23% | i | 33 | -6%
O=S(=O)(N/N=C\c1cccc(F)c1)c1ccccc1 | 4% | 11% | -21% | 1% | 5% | 4% | i | 0 | -7%
CC(C)(C)n1nc2c(c1NC(=O)c1ccc(C(F)(F)F)cc1)CS(=O)(=O)C2 | 17% | 1% | 2% | 0% | -1% | 4% | i | i | -15%
COCCn1c(SCCCC(=O)c2ccc(Br)cc2)nnc1-c1ccncc1 | -18% | -4% | 1% | -2% | -21% | 18% | i | 33 | 10µM*
Cc1ccc(C(=O)CC(C(=O)O)c2cn(CCC#N)c3ccccc23)cc1 (stereo unspecified) | 0% | -13% | 8% | 2% | 4% | -2% | i | 28 | 4%
O=C(CSc1nc(O)c(C/C=C/c2ccccc2)c(=O)[nH]1)Nc1cccc(F)c1 | · | · | · | 1% | 7% | · | i | · | -10%
CC(=O)Nc1ccc(O)c(-c2nc3ccccc3s2)c1 | -20% | -2% | -12% | -22% | · | -1% | · | -13 | -19%
CC1CCCN(C(=O)c2cccc(S(=O)(=O)NCc3ccccc3)c2)C1 (stereo unspecified) | -2% | -2% | · | -6% | · | · | i | 35 | -12%
CCOC(=O)c1ccc(NC(=S)Nc2ccc(Br)cc2N)cc1 | ? | ? | -4% | -11% | 3% | -13% | i | 18 | -5%
CN(c1cccc(NS(=O)(=O)c2ccccc2)c1)S(C)(=O)=O | -8% | -10% | -6% | -3% | 12% | -8% | i | 8 | 2%
